# SKKanGAS inh: S. pyogenes SKKanGAS growth inhibitors in kanamycin, primary screen, streptokinase expression inhibitor project, SKKanGAS strain, BacTiter-Glo luminescence | 6 h | inhibition, % at 7.5 µM | actives 1.3% (n = 300,000);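 active = mean replicate score, as percent of positive control median, at least 50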;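 note: strain carries kanamycin resistance gene driven by streptokinase promoter and grows in 40 µg/ml kanamycin; loss of luminescence reflects streptokinase promoter inhibition or plain growth inhibition; 0% = median of DMSO wells and 100% = positive control at its reference dose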
# MrgX1 ag: agonists of human MrgX1 receptor, primary screen, HEK293 cells, Fluo-4 calcium flux | Mas-related G-protein coupled receptor member X1 (Homo sapiens), Q96LB2 | Fluo-4 calcium fluorescence, agonist mode; stronger effect = higher value | B-score at 10 µM | actives 0.44% (n = 310,000) | AID 588627, 2011;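 active = calcium response B-score plate-corrected fluorescence ratio at least 3 library SD, with starting fluorescence B-score inside 5 SD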
# Target sequence (Q96LB2 whole entry, looked up): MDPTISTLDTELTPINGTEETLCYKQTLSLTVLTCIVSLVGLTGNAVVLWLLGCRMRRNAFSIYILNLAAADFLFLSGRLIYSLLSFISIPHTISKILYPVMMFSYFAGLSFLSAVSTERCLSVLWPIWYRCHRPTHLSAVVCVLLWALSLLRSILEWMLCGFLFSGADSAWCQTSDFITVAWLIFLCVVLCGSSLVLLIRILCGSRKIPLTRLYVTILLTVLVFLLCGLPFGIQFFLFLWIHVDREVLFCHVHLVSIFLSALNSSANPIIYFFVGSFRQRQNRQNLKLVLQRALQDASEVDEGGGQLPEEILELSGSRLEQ
#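 Test system: HEK293 cells stably expressing human MrgX1 receptor; Input: fifteen thousand cells per well; Dosing: compound delivered in addition one of three; Schedule: overnight seeding, then 1 h dark dye loading; Technique: Fluo-4 NW calcium fluorescence; Measure: B-scored fluorescence response ratio; Controls: positive and negative controls per plate.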
# TRPC6 inhibitor: mouse TRPC6 channel inhibitors, primary screen, cell-based, HEK293, membrane potential dye; Short transient receptor potential channel 6 (Mus musculus), Q61143; ACh-evoked depolarization; stronger effect = lower value; B-score at 10 µM; actives 1.1% (n = 310,000);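 active = B-score under library mean minus 3 SD, initial fluorescence not abnormally high, positive integrated signal ratio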;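 note: B-score derived from integrated fluorescence ratio over the kinetic read; more negative B-score means stronger inhibition of depolarization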
# TMEM16A inh: TMEM16A chloride channel inhibitors, primary screen, cell-based, HTS; HEK293 TMEM16A/YFP iodide influx fluorescence, ionomycin; Anoctamin-1 (Mus musculus), Q8BHY3; actives 1.2% (n = 310,000); normalized B-score (activity score, 25-100; higher = stronger inhibition) at 10 µM;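 active = ratio plate-corrected score three or more library SD toward inhibition, starting fluorescence score within five deviations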;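 note: score derived from kinetic fluorescence span divided by baseline fluorescence per well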
# ANO1 activ: TMEM16A chloride channel activators or potentiators, primary screen, cell-based, HTS; HEK293 TMEM16A/YFP-H148Q/I152L, iodide quench fluorescence; stronger effect = lower value; B-score at 10 µM; actives 0.3% (n = 340,000);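 active = fluorescence-ratio B-score plate-corrected deviation score at least 3 library SD below zero, with starting fluorescence score within 5 deviations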;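 note: channel opened by trigger with iodide after compound preincubation; score built on the fluorescence ratio of max minus min over baseline; more negative score means more quench and so TMEM16A activation or potentiation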
# TRPC4 act: activators of mouse TRPC4 channel, primary screen, Fluo4 calcium, HEK293 TRPC4beta/mu-opioid cells | Fluo4 calcium fluorescence; stronger effect = higher value | B-score at 10 µM | actives 0.49% (n = 310,000);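 active = B-score above 5 SD of library B-scores, and initial fluorescence ratio not above library mean plus 5 SD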;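 note: positive B-score marks a calcium rise read as TRPC4 activation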
#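 Material: HEK293 stable line with TRPC4beta plus mu-opioid receptor; technique: Fluo4 calcium-sensitive dye fluorescence, kinetic, 1 Hz baseline; timing: Fluo4 dye loading 45 min at room temperature, 110 s recording; controls: assay buffer as low control, maximal DAMGO as high control; read-out: integrated baseline-normalised fluorescence ratio, converted to per-well B score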
# TRPC6 act: mouse TRPC6 channel activators, primary screen, cell-based, HEK293, membrane potential dye; Short transient receptor potential channel 6 (Mus musculus), Q61143; HEK293-TRPC6 membrane potential dye fluorescence; stronger effect = higher value; B-score at 10 µM; actives 0.13% (n = 310,000); AID 2550, 2010;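 active = B-score of the integrated fluorescence ratio above library mean plus 3 SD, and starting fluorescence ratio within library mean plus 5 SD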;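 note: higher score means more depolarization so channel activation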
# TRPC4 block: inhibitors of mouse TRPC4 channel, primary screen, Fluo4 calcium, HEK293 TRPC4beta/mu-opioid cells | DAMGO-evoked Fluo4 calcium flux; stronger effect = lower value | AID 2247, 2010 | Short transient receptor potential channel 4 (Mus musculus), Q9QUQ5 | actives 0.39% (n = 300,000) | B-score at 10 µM;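 active = B-score over 3 SD under the library average, no early fluorescence shift, positive overall ratio signal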
#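 Assay system – HEK293 line stably carrying TRPC4beta and mu-opioid receptor · Doses – single dose · Detection – Fluo4 calcium-dye fluorescence, kinetic read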
# MrgX1 antag: antagonists of human MrgX1 receptor, primary screen, HEK293 cells, Fluo-4 calcium flux; Mas-related G-protein coupled receptor member X1 (Homo sapiens), Q96LB2; BAM8-22 antagonism; stronger effect = lower value; B-score at 10 µM; actives 1.3% (n = 310,000);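 active = calcium-response B-score plate-corrected more than 3 library SD below zero, starting fluorescence within 5 deviations, no agonist response on first addition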;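 note: peak minus trough fluorescence over baseline after final BAM8-22 challenge near maximal dose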
# MrgX1 PAM: positive allosteric modulators of MrgX1, primary screen, HEK293 cells, Fluo-4 calcium flux | B-score at 10 µM | FDSS; stronger effect = higher value | AID 588675, 2011 | actives 0.63% (n = 310,000) | Mas-related G-protein coupled receptor member X1 (Homo sapiens), Q96LB2;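 active = plate-corrected calcium response at least 3 library SD above typical, normal starting fluorescence, not activating the receptor alone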;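 note: compound read alongside a low EC10 to EC30 dose of BAM8-22 agonist; peak minus trough fluorescence over baseline measured at the second addition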
# TRPC4 PAM: positive allosteric modulators of TRPC4, primary screen, cell-based, mouse TRPC4beta, HEK293 mu-opioid, Fluo-4 calcium; Short transient receptor potential channel 4 (Mus musculus), Q9QUQ5; DAMGO EC20, Fluo-4 Ca2+ flux; stronger effect = higher value; B-score at 10 µM; actives 0.42% (n = 310,000);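 active = B-score of calcium response area above 5 SD of library B-scores, with initial fluorescence ratio within 5 SD of library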;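 note: B-score of integrated fluorescence ratio over time as area under calcium response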
# Active calls of the source: *; i = inactive; x = no result given.
SMILES,SKKanGAS inh,MrgX1 ag,TRPC6 inhibitor,TMEM16A inh,ANO1 activ,TRPC4 act,TRPC6 act,TRPC4 block,MrgX1 antag,MrgX1 PAM,TRPC4 PAM
CCCN1CC(=O)N2C(c3cccc(OC)c3OC)c3[nH]c4ccccc4c3C[C@H]2C1=O (some centres undefined),4.8,i,i,i,i,i,i,i,i,i,i
CC(=O)NC(Cc1cc(C)ccc1C)C(=O)N1CCN(C(=O)c2ccc(Br)cc2)CC1 (centres undefined),-8.8,i,i,i,i,i,i,i,i,i,i
Cc1ccc(Cl)c(N/C=C/C(=O)c2ccccc2)c1,5.9,i,i,i,i,i,i,i,i,i,i
CCCCN=C(Nc1ccc(Cl)cc1)c1cccnc1,-14.8,i,i,i,i,i,i,-6*,i,i,i
O=C(Nc1cccnc1)C1CCN(S(=O)(=O)c2ccc(Cl)cc2)CC1,12.2,i,i,i,i,i,i,i,-7.89*,i,i
Cc1c(NC(=O)CSc2nnnn2-c2ccc(O)cc2)c(=O)n(-c2ccccc2)n1C,4.4,i,i,i,i,i,i,i,i,i,i
CCc1ccc(OCC(=O)N2CCN(c3ccccc3F)CC2)cc1,4.6,i,i,i,i,i,i,i,i,i,i
CCC1(CC)NC(=O)NC1=O,1.8,i,i,i,i,i,i,i,i,i,i
O=C(NCc1cc(C(F)(F)F)cc(C(F)(F)F)c1)C1CC(c2ccccc2[N+](=O)[O-])=NO1 (centres undefined),-1.8,i,i,i,i,i,i,i,i,i,i
O=c1[nH]c(Cc2ccccc2)nc2ccccc12,-9.1,i,i,i,i,i,i,i,i,i,i
Cc1nc2cc(NC(=O)Nc3cccc([N+](=O)[O-])c3)ccc2n1C,2.2,i,i,i,i,i,i,i,i,i,i
Cn1nnnc1SCC(=O)N1CCc2ccccc21,-7.5,i,i,i,i,i,i,i,i,i,i
OCC1(Cc2ccc(Cl)cc2)CCN(Cc2ccccc2F)CC1,-2.0,i,i,i,i,i,i,-6*,i,i,i
COc1ccc(C(C(=O)NC(C)(C)C)N(CCc2ccccc2)C(=O)CCC(=O)Nc2cc(C)on2)cc1 (centres undefined),9.5,i,i,i,i,i,i,i,i,i,i
O=C(CC1CCCCC1)NCc1ccccc1Cl,4.4,i,i,i,i,i,i,i,i,i,i
COCCn1c(SCC(=O)Nc2ccc(F)cc2F)nc2c([nH]c3ccccc32)c1=O,-9.4,i,i,i,i,i,i,i,i,i,i
CCC(C)[C@H](NC(=O)NCc1cccc(OC)c1)C(=O)OC (some centres undefined),-3.4,i,i,i,i,i,i,i,i,i,i
CCCOc1cccc(C(=O)Nc2nnn(CCC)n2)c1,-3.4,i,i,i,i,i,i,i,i,i,i
COc1ccc(NC(=O)CN2CCN(S(=O)(=O)c3ccc(Br)cc3)CC2)c(OC)c1,36.1,i,i,i,i,i,i,i,i,i,i
CCO[C@@H]1OC(C(=O)NCc2nc3ccccc3[nH]2)=C[C@H](C2CC2)[C@H]1CCCO,2.9,i,i,i,i,i,i,i,i,i,i
COCCNC(=O)Cn1cc(S(=O)(=O)N2CCN(c3ccccc3F)CC2)c2ccccc2c1=O,-2.0,i,i,i,i,i,i,i,i,i,i
Cc1oc(-c2ccc(Cl)cc2)nc1CS(=O)CC(=O)NCCN1CCCC1 (centres undefined),7.5,i,i,i,i,i,i,i,i,i,i
CN(C)c1ccc(N2C(=O)CC(c3ccccc3)CC2=O)cc1,3.6,i,i,i,i,i,i,i,i,i,i
COC(=O)Nc1csc2c1NC(=O)CCCC2,-8.1,i,i,i,i,i,i,i,i,i,i
CC1CCCN(C(=O)CCS(=O)(=O)Cc2ccccc2)C1 (centres undefined),-6.2,i,i,i,i,i,i,i,i,i,i
COc1cccc(CNCCSc2nnnn2C)c1OC,-1.6,i,i,i,i,i,i,i,i,i,i
O=S(=O)(NCc1ccccc1Br)c1cccs1,-1.9,i,i,i,i,i,i,i,i,i,i
O=C(NCCN1CCOCC1)c1ccccc1Cl,-1.1,i,i,i,i,i,i,i,i,i,i
Cc1ccc(OCC(=O)Oc2ccc(C)c(C)c2)cc1,2.1,i,i,i,i,i,i,i,i,i,i
CCn1c(CNC(=O)COc2ccc(C(C)C)cc2)nnc1SCC(=O)Nc1cc(F)ccc1C,0.6,i,i,i,i,i,i,i,i,i,i
CN(CC(=O)Nc1nc2ccccc2s1)S(=O)(=O)c1ccc(Cl)cc1,28.7,i,i,i,i,i,i,i,i,i,i
OCCOCCN1CCN(C(=S)Nc2ccccc2)CC1,3.5,i,i,i,i,i,i,i,i,i,i
Cc1ccc(Nc2nc(N)nc(CSc3nnc(-c4ccncc4)o3)n2)cc1,2.0,i,i,i,i,i,i,i,i,i,i
Cc1cc(C)nc(-n2ncc3c2CC(c2ccccc2C)CC3=O)n1 (centres undefined),-3.9,i,i,i,i,i,i,i,i,i,i
O=C(c1cc(-c2ccc(Cl)c(Cl)c2)on1)N1CCCCCC1,-6.5,i,i,i,i,i,i,i,i,i,i
Clc1cc(Cl)cc(Nc2ncnc(-n3cccc3)n2)c1,11.2,i,i,i,i,i,i,i,i,i,i
O=S(=O)(NCc1ccc2c(c1)OCO2)c1cccc2nsnc12,-14.6,i,i,i,i,i,i,i,i,i,i
COc1ccc(/C(O)=C2/C(=O)C(=O)N(CCCC(=O)O)C2c2ccc(OC)c(OC)c2)cc1 (centres undefined),-3.2,i,i,i,i,i,i,i,i,i,i
Cc1cc(C)nc(N(C#N)S(=O)(=O)c2ccccc2)n1,0.0,i,i,i,i,i,i,i,i,i,i
CCOC(=O)c1cc(-c2nnc(-c3ccc(Oc4ccccc4)cc3)o2)c(C)nc1C,-3.6,i,i,i,i,i,i,i,i,i,i
CCc1cccc(NC(=O)CCCn2nc(C)c3c(C)n(-c4ccccc4)nc3c2=O)c1,-1.8,i,i,i,i,i,i,i,i,i,i
O=C(Nc1cccc(-c2nc3ccccc3s2)c1)c1ccc2c(c1)OCO2,3.3,i,i,i,i,i,i,i,i,i,i
CC(C)(O)C#Cc1ccc(C(=O)NCc2cccs2)s1,-3.0,i,i,i,x,i,i,i,i,i,i
On1onc2c3cc(-c4ccccc4)nc3ccc21,x,i,x,i,i,x,x,x,i,i,x
O=C(COC(=O)C1CCC1)Nc1ccccc1Sc1ccccc1,-5.4,i,i,i,i,i,i,i,i,i,i
CC(C)C(=O)Nc1nc(-c2ccc([N+](=O)[O-])cc2)cs1,1.2,i,i,i,i,i,i,i,i,i,i
COC(=O)Cc1ccc(NC(=S)NNC(=O)c2ccccc2Br)cc1,-3.8,i,i,i,i,i,i,i,i,i,i
O=C(Cn1ncc2ccccc21)N1CCN(c2cccc(C(F)(F)F)c2)CC1,-8.8,i,i,i,i,i,i,i,i,i,i
CCC(=O)c1ccc(OCC(O)CN2CCN(c3cccc(C(F)(F)F)c3)CC2)cc1 (centres undefined),-5.9,i,i,i,i,i,i,i,i,i,i
CCCCN1C(=O)/C(=C/C=C2/CC(C)(C)CN2C)SC1=S,-3.2,i,i,i,i,i,i,i,i,i,i
COc1cc(C#N)ccc1OC(=O)c1cccc(S(=O)(=O)N2CCN(C)CC2)c1,0.6,i,i,i,i,i,i,i,i,i,i
CCN=C(NCC)SC1CC(=O)N(c2ccc(OC)cc2)C1=O (centres undefined),-3.2,i,i,i,i,i,i,i,i,i,i
O=C(COc1ccc(Cl)cc1)NNC(=S)NCc1ccccc1,-2.1,i,i,i,i,i,i,i,i,i,i
COc1ccc(N=NC2=C(O)CC(C)(C)CC2=O)cc1,-3.5,i,i,i,i,i,i,i,i,i,i
Cc1ccc(S(=O)(=O)NC(=O)COc2ccc(Cl)cc2Cl)cc1,-3.9,i,i,i,i,i,i,i,i,i,i
Cc1cc(C(=O)CN2C(=O)NC3(CCCCC3)C2=O)c(C)n1Cc1ccco1,-23.9,i,i,i,i,i,i,i,i,i,i
O=C(NC1CCCCC1)C(c1ccc(O)cc1)N(C(=O)c1cnccn1)c1cccc(F)c1 (centres undefined),-2.6,i,i,i,i,i,i,i,i,i,i
CC(C)CC(=O)OCc1cn(-c2ccccc2)nn1,5.8,i,i,i,i,i,i,i,i,i,i
CCCN(CC(=O)Nc1ccccc1C)C(=O)c1cccc(S(=O)(=O)N2CCN(c3ccccc3)CC2)c1,1.0,i,i,i,i,i,i,i,i,i,i
O=c1cc(N2CCc3ccccc3C2)[nH]c(=O)n1Cc1ccc(F)cc1,-3.6,i,i,i,i,i,i,i,i,i,i
# The listing continues.
SMILES,SKKanGAS inh,MrgX1 ag,TRPC6 inhibitor,TMEM16A inh,ANO1 activ,TRPC4 act,TRPC6 act,TRPC4 block,MrgX1 antag,MrgX1 PAM,TRPC4 PAM
COc1cc(C)nc(N2CCCC(C(=O)Nc3cccc(Cl)c3C)C2)n1 (centres undefined),-0.7,i,i,i,i,i,i,i,i,i,i
CCOC(=O)c1nnsc1NC(=O)Nc1ccc(OC)cc1,5.8,i,i,i,i,i,i,i,i,i,i
NNC(=O)CCCCCCCCCCOCCCCO,1.0,i,i,i,i,i,i,i,i,i,i
COc1ccc(C2C(C(=O)c3ccco3)=C(O)C(=O)N2CC2CCCO2)cc1 (centres undefined),-1.1,i,i,i,i,i,i,i,i,i,i
